Bioassay records deposited in PubChem BioAssay by The Scripps Research Institute Molecular Screening Center.
GPR151 ag: activates the human receptor GPR151; Q8TDV0; PathHunter beta-arrestin GPR151 cells, luminescence; activation, % at 11.2 µM; 650,000 tested, 1% active; AID 1508602; in the data active means activation above about 4.9%;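 further: 0% = median of compound wells and 100% = cells with positive control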
Target sequence (Q8TDV0 whole entry, looked up): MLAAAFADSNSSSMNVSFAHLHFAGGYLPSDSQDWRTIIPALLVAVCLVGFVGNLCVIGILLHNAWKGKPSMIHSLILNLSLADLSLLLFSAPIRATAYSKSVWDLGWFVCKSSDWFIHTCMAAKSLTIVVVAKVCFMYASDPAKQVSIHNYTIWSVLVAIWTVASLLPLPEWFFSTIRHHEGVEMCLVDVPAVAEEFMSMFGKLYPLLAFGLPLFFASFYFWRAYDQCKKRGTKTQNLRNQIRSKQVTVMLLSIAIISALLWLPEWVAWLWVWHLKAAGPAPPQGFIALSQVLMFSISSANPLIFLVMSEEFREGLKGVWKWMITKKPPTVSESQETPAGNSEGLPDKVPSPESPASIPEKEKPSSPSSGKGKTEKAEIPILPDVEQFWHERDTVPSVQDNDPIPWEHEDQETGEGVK
TEAD-YAP block: TEAD-YAP interaction inhibition | HEK-TIYL cells, TEAD-Gal4/YAP UAS-luciferase luminescence | inhibition, % at 9.12 µM | AID 1259422 | 640,000 tested, 1.4% active; in the data active means inhibition above about 32%;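 further: 0% = median of test compound wells and 100% = reference inhibitor wells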
FBW7 activator: human FBW7 E3 ligase activation, primary screen; Q969H0; AlphaScreen FBW7–phospho-cyclin E peptide binding, activator screen; normalized activity (activation), % at 26.1 µM; 650,000 tested, 0.13% active; in the data active means normalized activity above about 1.9%;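 further: purified mutant Fbw7 with reduced substrate affinity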
Target sequence (Q969H0 whole entry, looked up): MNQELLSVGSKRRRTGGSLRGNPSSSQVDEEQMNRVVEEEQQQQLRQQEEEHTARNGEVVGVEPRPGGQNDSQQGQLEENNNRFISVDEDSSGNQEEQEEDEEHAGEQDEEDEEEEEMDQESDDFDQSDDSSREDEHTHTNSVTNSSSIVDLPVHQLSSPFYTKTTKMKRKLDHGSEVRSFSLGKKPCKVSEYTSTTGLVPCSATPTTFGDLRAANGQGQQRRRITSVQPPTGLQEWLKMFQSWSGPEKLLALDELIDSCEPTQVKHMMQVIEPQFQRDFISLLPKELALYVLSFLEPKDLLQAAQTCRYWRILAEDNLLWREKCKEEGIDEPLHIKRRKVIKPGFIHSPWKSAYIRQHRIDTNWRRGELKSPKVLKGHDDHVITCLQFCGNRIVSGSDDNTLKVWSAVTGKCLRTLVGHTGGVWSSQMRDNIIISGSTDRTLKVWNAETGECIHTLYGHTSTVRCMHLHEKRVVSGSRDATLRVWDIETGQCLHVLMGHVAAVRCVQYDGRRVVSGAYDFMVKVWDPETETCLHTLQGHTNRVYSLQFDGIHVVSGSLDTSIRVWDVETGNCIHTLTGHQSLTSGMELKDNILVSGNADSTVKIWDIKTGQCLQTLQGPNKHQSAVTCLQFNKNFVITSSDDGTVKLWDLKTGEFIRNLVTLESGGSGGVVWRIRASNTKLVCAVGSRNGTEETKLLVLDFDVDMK
MITF primary: human MITF inhibition, primary screen; O75030; AlphaScreen MITF homodimerization, bead proximity signal; inhibition, % at 2.6 µM; 650,000 tested, 0.91% active; AID 1259374; in the data active means inhibition above about 50%;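 further: 0% = vehicle wells with protein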
An asterisk follows results filed as active; x = not tested or not shown.

The first twelve records as a preview:
SMILES	GPR151 ag	TEAD-YAP block	FBW7 activator	MITF primary
CCOC(=O)c1cc2cccc(NC(=O)C(C)(C)C)c2[nH]1	-0.8	-8	-0.1	4
COc1ccc2c(c1)c(CC(=O)NCc1cc(OC)c(OC)c(OC)c1)c(C)n2C(=O)c1ccc(Cl)cc1	0.4	4	-0.1	-11
Cc1cccc(-n2nnc(C(=O)NCCN3CCCC3)c2N)c1	-0.1	7	-0.1	8
N#CCSc1nc(Nc2ccc(F)c(F)c2)c2ccccc2n1	-2.3	-2	-0.3	-8
C=CCOC(=O)C1=C(C)NC(=O)NC1c1ccc(CC)cc1 (stereo not given)	0.3	-22	-0.1	8
COc1ccc(OCC(=O)NNC(=O)c2ccccn2)cc1	-0.4	-2	-1.8	26
Cc1cnccc1CN(C)C(=O)CC1C(=O)NCCN1Cc1ccccc1 (stereo not given)	0.2	3	0.0	3
O=C(/C=C/c1ccc(F)cc1)N(CCO)Cc1ccccc1	-0.1	-6	0.3	4
CC(C)N(C(=O)COC(=O)c1nn(C)c(=O)c2ccccc12)C(C)C	1.0	3	0.3	10
O=C1CCCN1CCCNc1nc(N2CCN(Cc3ccc4c(c3)OCO4)CC2)nc2c1ncn2Cc1ccc(C(F)(F)F)cc1	0.3	16	-0.2	-8
Cc1ccnc(NC(=O)CCS(=O)(=O)c2ccc3c(c2)OCC(=O)N3)c1	0.2	-9	-0.2	-6
COc1cc(=O)n2c(c1C(=O)N1CCCC(O)C1)CCN(Cc1cccc(C)c1)CC2 (stereo not given)	0.7	12	-0.1	-8

Main list (from the top)
SMILES	GPR151 ag	TEAD-YAP block	FBW7 activator	MITF primary
CCOC(=O)c1cc2cccc(NC(=O)C(C)(C)C)c2[nH]1	-0.8	-8	-0.1	4
COc1ccc2c(c1)c(CC(=O)NCc1cc(OC)c(OC)c(OC)c1)c(C)n2C(=O)c1ccc(Cl)cc1	0.4	4	-0.1	-11
Cc1cccc(-n2nnc(C(=O)NCCN3CCCC3)c2N)c1	-0.1	7	-0.1	8
N#CCSc1nc(Nc2ccc(F)c(F)c2)c2ccccc2n1	-2.3	-2	-0.3	-8
C=CCOC(=O)C1=C(C)NC(=O)NC1c1ccc(CC)cc1 (stereo not given)	0.3	-22	-0.1	8
COc1ccc(OCC(=O)NNC(=O)c2ccccn2)cc1	-0.4	-2	-1.8	26
Cc1cnccc1CN(C)C(=O)CC1C(=O)NCCN1Cc1ccccc1 (stereo not given)	0.2	3	0.0	3
O=C(/C=C/c1ccc(F)cc1)N(CCO)Cc1ccccc1	-0.1	-6	0.3	4
CC(C)N(C(=O)COC(=O)c1nn(C)c(=O)c2ccccc12)C(C)C	1.0	3	0.3	10
O=C1CCCN1CCCNc1nc(N2CCN(Cc3ccc4c(c3)OCO4)CC2)nc2c1ncn2Cc1ccc(C(F)(F)F)cc1	0.3	16	-0.2	-8
Cc1ccnc(NC(=O)CCS(=O)(=O)c2ccc3c(c2)OCC(=O)N3)c1	0.2	-9	-0.2	-6
COc1cc(=O)n2c(c1C(=O)N1CCCC(O)C1)CCN(Cc1cccc(C)c1)CC2 (stereo not given)	0.7	12	-0.1	-8
O=C(Nc1nc(CN2CCc3ccccc3C2)cs1)c1ccc(F)cc1	1.0	32*	-0.2	2
CC1CN(C(=O)c2ccc3c(c2)OCO3)CC(C)O1 (stereo not given)	-0.3	4	0.1	10
CC(C)OC(=O)C1C(c2ccccc2)C(C(=O)O)C1c1ccccc1 (stereo not given)	-1.1	2	0.1	2
Cc1cccnc1NC(=O)CN1Cc2ccccc2C1=O	-0.1	-2	0.9	18
CCOC(=O)CSc1nc2ccccc2c(=O)n1Cc1ccco1	-2.2	2	0.1	3
Cc1cc([N+](=O)[O-])nn1CC(=O)NCc1ccco1	0.2	-3	0.2	8
CCOc1ccc2nc3sc(C(=O)Nc4ccc(OC)c(OC)c4)c(N)c3cc2c1	-0.4	-4	-0.1	9
O=C(Cc1c[nH]c2ccccc12)OCC(=O)c1ccc([N+](=O)[O-])cc1	-2.2	-16	0.1	28
Cc1cccc(CNC(=O)c2cc(COc3c(F)cccc3F)on2)n1	-0.7	-9	0.1	-6
COc1ccc(NC2=CC(=O)C=CC2=O)cc1	-0.8	-12	-0.1	40
C=CCNC(=O)Nc1c[nH]c2ccc(OC)nc2c1=O	-0.3	-4	0.0	-5
COc1ccc(C(=O)Nc2ccc(-n3nncc3-c3ccccc3)cc2)cc1OC	2.7	3	0.0	-5
CC(C)(C)NC(=O)CN1C(=O)C(=O)N(C2CCCC2)C1=O	-0.6	5	0.2	2
SMILES	GPR151 ag	TEAD-YAP block	FBW7 activator	MITF primary
CCOc1ccccc1N1CCN(C(=O)c2cc[n+]([O-])cc2)CC1	-0.2	-1	0.1	14
O=S(=O)(Nc1ccc(Oc2ccccc2)cc1)c1cc(Cl)ccc1Cl	0.0	-1	-0.1	5
Cn1ccc(C(=O)NCC2CCC3(CCN(Cc4ccccc4)CC3)O2)n1 (stereo not given)	-0.1	4	0.2	2
Cc1ccc(CNC(=O)c2sccc2-n2cccc2)cc1	5.6*	2	-0.2	16
Cc1ccc(NC(=S)NCCN(C)C)cc1Cl	1.9	-18	0.1	14
O=C(O)C1CSC(c2ccc(O)c([N+](=O)[O-])c2)N1 (stereo not given)	-0.3	-6	-0.2	2
O=C1OC(c2cc([N+](=O)[O-])ccc2Cl)=N/C1=C/c1cc(Br)cs1	2.4	0	-0.1	-2
CCN(CC)CCNc1nnc(-c2ccccc2)c2ccccc12	-1.1	-3	0.1	-11
O=C(N/N=C/c1cccs1)C1CC2CCC1C2 (stereo not given)	3.6	-5	-0.1	19
CCCCN1C(=O)NC(=O)/C(=C/c2cnc(N(C)C)nc2)C1=O	-0.5	8	-0.6	7
Cc1ccc(OCC(=O)Nc2cccc(-c3nc4cc(C)ccc4o3)c2)c(C)c1	1.5	-9	0.0	4
CN(C)c1ccc(/C=C(\NC(=O)c2ccccc2)C(=O)NCCCN2CCOCC2)cc1	1.5	8	-0.1	-3
O=C1Cc2cc(S(=O)(=O)N3CCCCC3)cc3c2N1CCC3	-0.3	-1	-0.2	6
Cc1ccc(S(=O)(=O)NC(CC(=O)N2CCCCC2)c2ccco2)cc1 (stereo not given)	2.6	2	0.1	-5
C=CCOc1ccc(Cl)cc1CNCCNC(=O)c1nonc1N	-0.9	4	0.0	11
COC(=O)C(C)NC(=O)c1cn(-c2ccccc2OC)c(=O)c2ccccc12 (stereo not given)	-1.5	-15	0.2	3
Cn1c2c(c(=O)n(C)c1=O)C(c1cccc(I)c1)C1C(=O)c3ccccc3C1=N2 (stereo not given)	-1.6	-10	0.2	12
CCOC(=O)N1CCN(CC(O)COC(C)C)CC1 (stereo not given)	-0.6	1	0.0	-4
N#Cc1cc(NC(=O)c2ccccc2)c(=O)n2c1sc1ccccc12	0.4	2	0.0	-2
CSc1ccccc1C(=O)NCCS(=O)(=O)N1CCN(Cc2ccccc2)CC1	0.6	6	0.0	1
O=C(CSc1nc2cc(C(=O)NCc3ccco3)ccc2c2nc3ccccc3n12)c1ccccc1	-0.1	10	-0.2	-13
O=C(NCCCO)/C(=C/c1ccc2c(c1)OCO2)NC(=O)c1ccco1	0.7	0	0.1	-4
CC(=O)Nc1nc2c(s1)C(=O)CC(C(=O)N(C)Cc1cc(-c3ccccc3)on1)C2 (stereo not given)	0.2	0	0.5	1
COc1ccc(C2C(C(=O)NCCCN3CCCCCC3)c3ccccc3C(=O)N2Cc2ccc(F)cc2)cc1 (stereo not given)	-1.4	-9	0.4	21
COCCOC(=O)C1=C(C)Nc2ncnn2C1c1cccc(OC)c1 (stereo not given)	5.8*	12	-0.2	4
SMILES	GPR151 ag	TEAD-YAP block	FBW7 activator	MITF primary
CCCCC(=O)N1c2ccccc2NC2=C(C(=O)CCC2)C1c1ccc(Cl)cc1 (stereo not given)	-0.6	6	0.1	4
CCC(Sc1nnc(-c2ccncc2)n1CC)C(=O)Nc1cccc([N+](=O)[O-])c1 (stereo not given)	1.5	4	0.1	0
c1ccc(NC2=Nc3ccccc3CCC2)cc1	0.5	-13	0.8	10
CCOC(=O)C1CCC(CN(Cc2ccccc2)S(=O)(=O)c2ccc(NC(C)=O)cc2)CC1 (stereo not given)	-1.4	-2	0.1	1
Cc1[nH]c(=O)[nH]c(=O)c1S(=O)(=O)N1CCN(c2ccc([N+](=O)[O-])cc2)CC1	0.3	3	-0.2	2
COc1cc(-c2cc(C(N)=O)on2)cc(OC)c1OC	1.6	-4	0.0	11
C=CCOc1cc(C)nc(-c2ccccc2O)n1	-0.9	4	0.2	18
CCOc1ccc(CNCc2cn[nH]c2-c2ccccc2)cc1	-0.5	0	-0.1	-3
COc1ccc(/C=N/Nc2nc3c(c(=O)[nH]c(=O)n3C)n2Cc2ccc(C)cc2)cc1	4.1	-1	0.0	1
CCC(C(=O)Nc1ccc(S(=O)(=O)N2CCC(C)CC2)cc1)c1ccccc1 (stereo not given)	5.0*	-2	0.2	-17
COc1ccc(OC)c(CN2CCC(C(N)=O)CC2)c1	1.6	1	-0.1	2
Cc1ccc(S(=O)(=O)c2cnc(-c3ccncc3)nc2-c2cccnc2)cc1	-1.3	-2	-0.1	-19
COc1cccc(-c2nnc(SCC(=O)Nc3sccc3C(N)=O)n2C)c1	0.7	2	0.1	7
CCOC(=O)c1c(NC(=O)CNC(C)CC)sc2c1CCCC2 (stereo not given)	2.0	-1	0.0	-10
O=S(=O)(/C=C/c1ccccc1)N1CCN(c2cccc(Cl)c2)CC1	0.0	4	-0.2	-3
COCCn1c(=O)c2c(nc3n2CCCN3c2ccc(Br)cc2)n(C)c1=O	0.1	0	0.5	3
Cc1cccc(C)c1NC(=O)c1cc(S(=O)(=O)NCc2ccccc2Cl)ccc1F	-1.3	1	0.6	12
COc1ccc(C2CC(c3ccccc3)=NN2S(=O)(=O)c2ccccc2)c(OC)c1 (stereo not given)	-0.6	5	0.0	1
CCCc1cc(NCCc2ccc(OC)c(OC)c2)n2ncnc2n1	1.8	-3	0.0	3
O=C(Cn1ncc2c(Cl)cccc21)NCc1cccnc1	0.7	11	0.1	-2
CCCC(=O)Nc1ccc(NC(=O)c2ccccc2)c(Br)c1	4.3	-24	-0.1	14
CC(=O)c1cccc(-c2ccc3c(c2)C(C)(Cc2cccc(C(N)=O)c2)C(=O)N3)c1 (stereo not given)	1.2	-12	0.2	-7
CCOC(=O)Cc1csc(N/N=C\c2cccc(Br)c2)n1	0.0	-12	-0.2	-19
CC(=O)Nc1cccc(-c2nnc(-c3cccc(NC(C)=O)c3)o2)c1	1.1	-21	0.0	8
CCCCOc1ccc(C(=O)CCC(=O)O)cc1	2.7	0	-0.1	-11
SMILES	GPR151 ag	TEAD-YAP block	FBW7 activator	MITF primary
CCOC(=O)N1CCN(Cc2cc(Br)ccc2OC)CC1	0.7	0	-0.1	-6
COc1ccc(C(=O)Nc2ccc3nc(N4CCCCC4)cc(C)c3c2)cc1[N+](=O)[O-]	2.1	9	0.0	-357
CCOc1ccc(NC(=O)CSc2nc3ccccc3c(=O)n2CCC(=O)NC2CCCCC2)cc1	2.6	4	0.2	4
O=C(NCc1cccs1)c1cc(-c2cccs2)on1	-0.8	-76	-0.1	-2
COC(=O)NC(C)c1ccc(OC)cc1 (stereo not given)	1.9	4	-0.2	2
COc1ccc(/C=C(/C#N)C(=O)Nc2ccccc2Cl)cc1C(=O)O	-0.9	7	-0.1	13
O=C(Cn1nc2c(c1NC(=O)Cc1ccccc1Cl)CSC2)NCc1ccco1	0.9	4	-0.3	-2
CCCOC(=O)C(C)n1c(-c2ccccc2)nc2ccccc2c1=O (stereo not given)	0.0	-12	0.1	-1
O=C(CSc1ccc(Cl)cc1)Nc1ccc2oc(=O)ccc2c1	-0.5	9	-0.2	-6
CCNC(=O)[C@@H]1C[C@H](NCc2cccc(C)c2)CN1CC(C)C	-1.3	-11	0.0	-7
O=C1CC(O)(C(F)F)Oc2ccc(Cl)cc21 (stereo not given)	-0.9	5	0.0	11
COc1ccc(-c2c(C#N)c(SCC(=O)Nc3ccccc3C)nc(C)c2C(=O)Nc2ccc(Cl)cc2)cc1	0.4	6	0.1	3
CC(C)Cc1nnc(NC(=O)c2ccc(Cl)cc2[N+](=O)[O-])s1	1.5	1	0.0	-7
CCCCc1nc2c(c3c1C[C@H](C)OC3)CN(S(=O)(=O)c1ccccc1C(=O)OC)CC2	-1.2	x	0.5	-8
CCOC(=O)c1sc(NC(=O)C(C)Sc2nnc(CNC(=O)c3ccc(C)c([N+](=O)[O-])c3)n2C)c(C(=O)OCC)c1C (stereo not given)	0.0	-1	-0.1	-6
COc1ccc(/C=C/C(=O)OCCC(C)C)cc1	1.7	-9	0.1	-6
Cc1[nH]c2ccccc2c1C(=O)COC(=O)C1=NNC(=O)CC1	1.0	-5	0.1	-16
CC(C)NC(=O)c1ccccc1NC(=O)C(C)Oc1ccccc1 (stereo not given)	0.6	-11	0.1	5
O=C(CCc1ccccc1)NCCCS(=O)(=O)N1CCc2ccccc2C1	-0.5	11	0.0	-2
CCOC(=O)c1cccc(-c2ccc(/C=C3\C(=O)N(c4ccc(S(N)(=O)=O)cc4)N=C3C(F)(F)F)o2)c1	-0.2	-2	0.3	8
Cc1ccc2nc(N3CC(=O)N(CCc4ccccc4)C(=O)C3)c3nncn3c2c1	0.2	-6	-0.1	-9
Cc1cc(C)n(-c2nc3c(c(=O)n2CC(=O)Nc2cccc(F)c2)CCC3)n1	0.0	2	-0.1	-13
COc1ccc(Cl)cc1Nc1nc(N2CCOCC2)c2ccccc2n1	-0.8	16	-0.1	4

One compound at a time, from the list above. Screens in order: GPR151 ag, TEAD-YAP block, FBW7 activator, MITF primary
`Cc1[nH]c2ccccc2c1C(=O)COC(=O)C1=NNC(=O)CC1` is entered as 1.0, -5, 0.1, -16
`CCOC(=O)c1sc(NC(=O)C(C)Sc2nnc(CNC(=O)c3ccc(C)c([N+](=O)[O-])c3)n2C)c(C(=O)OCC)c1C` (stereo not given) is entered as 0.0, -1, -0.1, -6
